FXIIa inh – human FXIIa protease inhibitors, primary screen, biochemical, 1536-well; Coagulation factor XII (Homo sapiens), P00748; purified FXIIa, Boc-QGR-AMC fluorogenic substrate, 2 h; inhibition, % at 5 µM; 220,000 tested, 0.3% active; AID 800, 2007; in the data active = inhibition above about 40%;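 also: 0% = enzyme with no compound and 100% = blank without enzyme; many of its hits are not listed in these tables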
Wee1 degr inh – Wee1 degradation inhibitors, primary screen, cell-based, HeLa, Wee1K328M-luciferase, luminescence | Wee1-like protein kinase (Homo sapiens), P30291 | HeLa Luc-Wee1K328M stability; 100% = proteasome inhibitor MG132 effect | reporter increase, % at 5 µM | 220,000 tested, 1.2% active;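 active = activation above the mean of all tested compounds plus 3 SD, set per screening run, cut at about 8.8% in these data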;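 also: cells exposed to compound for 20 h before luminescence read; 0% = DMSO alone and 100% = MG132 at 30 µM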
Runt-CBFb FRET – inhibitors of RUNX1 Runt–CBFb binding, primary screen, biochemical, FRET, Cerulean-Runt, Venus-CBFb, uHTS; Runt-related transcription factor 1 (Homo sapiens) + Core-binding factor subunit beta …; Cerulean-Runt/Venus-CBFb FRET ratio 530/480, 1 h; inhibition, % at 20 µM; 220,000 tested, 0.46% active;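 active = inhibition over about 50% at 20 µM in the single-dose screen, limit read from the data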;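 also: 0% = DMSO wells and 100% = excess unlabeled CBFb competitor control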
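System: Cerulean-labeled Runt domain protein | Quantity: 100 nM of each labeled protein | Schedule: 1 h compound exposure, room temperature | Detection: Fluorescence energy transfer, 422 nm excitation, 530/480 nm emission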
Hck Nef HTS – inhibitors of Nef-activated human Hck kinase, primary screen, biochemical, Z-Lyte FRET, 384-well, Hck-YEEI; inhibition, % at 20 µM; Recombinant Hck-YEEI plus Nef, Z-Lyte FRET kinase assay; 220,000 tested, 0.68% active;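 active = Hck-Nef kinase inhibition above about 50%, limit read from the data; inactive = inhibition below that limit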;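 also: 0% = DMSO with Hck plus Nef and 100% = Hck alone without Nef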
Target sequence (P08631 whole entry, looked up): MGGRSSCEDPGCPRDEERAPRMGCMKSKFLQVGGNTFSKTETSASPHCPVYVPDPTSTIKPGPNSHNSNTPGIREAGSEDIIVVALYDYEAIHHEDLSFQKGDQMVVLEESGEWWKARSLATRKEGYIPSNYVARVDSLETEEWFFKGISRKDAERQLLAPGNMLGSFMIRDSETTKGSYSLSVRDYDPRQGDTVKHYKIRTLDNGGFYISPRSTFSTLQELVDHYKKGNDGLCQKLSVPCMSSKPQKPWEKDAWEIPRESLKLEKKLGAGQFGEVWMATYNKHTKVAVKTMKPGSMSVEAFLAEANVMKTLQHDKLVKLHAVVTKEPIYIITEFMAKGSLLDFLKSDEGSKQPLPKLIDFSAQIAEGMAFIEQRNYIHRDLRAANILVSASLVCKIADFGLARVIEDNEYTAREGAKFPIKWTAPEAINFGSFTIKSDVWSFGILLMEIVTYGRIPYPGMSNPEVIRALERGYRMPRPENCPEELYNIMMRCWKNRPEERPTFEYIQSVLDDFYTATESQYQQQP
FXIa inh 1536 – human FXIa protease inhibitors, primary screen, biochemical, 1536-well; purified FXIa, Boc-Glu-Ala-Arg-AMC fluorogenic substrate; AID 798, 2007; 220,000 tested, 0.14% active; inhibition, % at 5 µM;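 active = inhibition of at least 40%; inactive = inhibition below 40%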;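 also: fluorescence of freed AMC excited at 355 nm; 0% = enzyme without compound and 100% = no enzyme blank; many of its hits are not listed in these tables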
Runt-SMMHC FRET – inhibitors of RUNX1 Runt–CBFb-SMMHC binding, primary screen, biochemical, FRET, Cerulean-Runt, Venus-CBFb-SMMHC, uHTS; Runt-related transcription factor 1 (Homo sapiens) + Core-binding factor subunit beta …; Cerulean-Runt/Venus-CBFb-SMMHC FRET ratio 530/480, 1 h; inhibition, % at 20 µM; 220,000 tested, 0.74% active; AID 1434, 2008;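 active = mean inhibition across duplicate retests at 20 µM reaching about 50%, limit read from the data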;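 also: 0% = DMSO wells and 100% = wells with excess untagged CBFb-SMMHC; inhibitors lower the FRET ratio by blocking Runt binding to CBFb-SMMHC; some results filed as inactive read as strong as hits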
14-3-3 Bad inh – inhibitors of 14-3-3 zeta/Bad binding, primary screen, biochemical, TR-FRET, bovine 14-3-3 zeta | 14-3-3 protein zeta/delta (Bos taurus), P63103 | TR-FRET 14-3-3zeta/Dy647-pBad peptide displacement, 1 h | inhibition, % at 21.7 µM | 220,000 tested, 0.71% active | AID 781, 2007;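 active = inhibition above about 70%, limit read from the data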;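 also: 0% = full 14-3-3 plus peptide FRET controls and 100% = background without 14-3-3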
Target sequence (P63103 whole entry, looked up): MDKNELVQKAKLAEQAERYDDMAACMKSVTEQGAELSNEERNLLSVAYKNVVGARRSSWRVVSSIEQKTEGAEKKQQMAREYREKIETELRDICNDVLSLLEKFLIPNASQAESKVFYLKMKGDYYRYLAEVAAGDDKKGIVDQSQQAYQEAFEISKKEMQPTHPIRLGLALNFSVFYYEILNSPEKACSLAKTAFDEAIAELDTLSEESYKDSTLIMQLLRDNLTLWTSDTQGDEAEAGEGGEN
hK5 inh – human KLK5 protease inhibitors, primary screen, biochemical, 1536-well. AID 873, 2007. 210,000 tested, 0.59% active. recombinant hK5, fluorogenic AMC substrate cleavage. inhibition, % at 5 µM;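 active = inhibition of 40% or more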;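 also: 0% = enzyme controls without compound and 100% = no-enzyme blanks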
Target sequence (Q9Y337 67-293 limits assumed): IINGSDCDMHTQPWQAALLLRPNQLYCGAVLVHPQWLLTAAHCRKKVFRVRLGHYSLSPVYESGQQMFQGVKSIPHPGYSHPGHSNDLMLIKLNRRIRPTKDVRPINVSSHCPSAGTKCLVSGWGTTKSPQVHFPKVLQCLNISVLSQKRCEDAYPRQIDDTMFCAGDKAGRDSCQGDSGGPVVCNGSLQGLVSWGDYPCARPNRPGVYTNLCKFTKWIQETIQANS
Thrombin inh – human alpha-thrombin inhibitors, primary screen, counter-screen for coagulation protease inhibitor project, biochemical, 1536-well, fluorogenic AMC substrate; Boc-VPR-AMC fluorogenic substrate cleavage; inhibition, % at 5 µM; Prothrombin (Homo sapiens), P00734; 220,000 tested, 0.26% active; AID 1046, 2008;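 active = inhibition at or above 40%; inactive = inhibition below 40%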;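 also: 0% = enzyme with no compound and 100% = wells without enzyme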
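System – human alpha-thrombin · Medium – pH 7.5 Tris (50 mM) with NaCl 150 mM, Tween 20 0.05% · Compound – single-point dosing at 5 µM, 0.2% DMSO · Incubation – enzyme reaction carried out at room temperature · Technique – fluorescence of released AMC, ex 355 nm, em 460 nm · Read-out basis – % inhibition of thrombin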
Numbers without * were called inactive; x = not tested or not shown; [ ] = remark or other dose. Outcome played no part in choosing rows; any-hit rate near 4.2%.

SMILES	FXIIa inh	Wee1 degr inh	Runt-CBFb FRET	Hck Nef HTS	FXIa inh 1536	Runt-SMMHC FRET	14-3-3 Bad inh	hK5 inh	Thrombin inh
CCN(CC)S(=O)(=O)c1ccc(N/N=C/c2cc(OC)ccc2O)nc1	24	0	0	0	11	4	3	1	39
Cc1cc2ccccn2c1C(=O)c1ccc(Cl)cc1	17	0	-1	1	2	-14	-12[fluorescence artefact?]	3	6
Fc1ccc(-c2nnn3c2nc(NCc2ccccc2)c2ccccc23)cc1	3	2	-4	31	1	-5	10	1	2
COc1cc(NC(=S)NC2CC2)c(OC)cc1Cl	11	1	2	0	9	0	-12[fluorescence artefact?]	-17	-6
Cc1noc(C)c1S(=O)(=O)N(CC(=O)NCc1ccc(Cl)cc1)c1ccc2c(c1)OCO2	2	-2	1	0	-4	-1	2	7	-2
N#Cc1c(-c2ccccc2)nc(-c2ccccc2)nc1N1CCOCC1	2	-1	0	2	2	-4	5	-14	-3
CC(=O)Nc1ccc(C(=O)N/N=C(\C)CC(=O)Nc2ccc(OCc3ccccc3)cc2)cc1	1	3	0	1	-5	2	3[fluorescence artefact?]	-3	-11
Cc1nc(NC(=O)c2ccc(F)cc2)nc2cc3c(cc12)OCO3	26	-2	1	3	5	2	4	1	5
CC(C)OC(=O)/C(=C/c1ccc(Br)cc1)NC(=O)c1ccco1	12	3	-1	4	7	3	2[fluorescence artefact?]	-5	1
CCCCn1nc2cc(C(=O)NCCc3cccs3)ccc2c1OCC	10	4	-2	1	1	2	x	-39	0
COc1cc(/C=C/C(=O)OCC(=O)Nc2ccc([N+](=O)[O-])cc2)ccc1O	7	-1	2	21	4	-2	-4	2	1
COc1ccc(S(=O)(=O)N(C)C)cc1NC(=O)CSc1ncccn1	9	0	1	-4	1	0	-2	1	2
O=C(Nc1ccc(N2CCN(c3ccc(O)cc3)CC2)cc1)Oc1ccccc1	15	-1	2	4	2	-11	-4	22	2
Cc1ccccc1OCC(=O)Nc1cc(Cl)ccc1Oc1ccccc1	9	2	-3	0	4	0	9[fluorescence artefact?]	4	-5
Cc1ccc(CC23CN4CCN(CC(C4)C2O)C3)c(C)c1 (centres undefined)	12	1	1	-8	1	-4	x	-1	-1
Cn1cccc1CC(=O)N/N=C/C=C/c1ccco1	17	4	14	7	6	-4	-4	-8	3
CCC(C)n1nccc1NC(=O)C(C)Cl (centres undefined)	10	-2	2	22	23	-2	-9	13	1
N=c1oc2ccc3ccccc3c2cc1-c1nnc2n1CCCCC2	-15	1	52*	23	-14	108*	x	-210	-17
CCCn1c(NC(=O)c2ccc(C)cc2)nc2ccccc21	8	-2	-2	-1	-1	0	-3[fluorescence artefact?]	-106	-3
O=C(OCc1ccccc1)C1=[N+]([O-])OC(C(=O)OCc2ccccc2)C1c1c[nH]c2ccccc12 (centres undefined)	-4	-1	2	-17	4	-3	-4[fluorescence artefact?]	-24	-7
COc1ccc(N2C3=C(CC4=C2CC(C)(C)CC4=O)C(=O)CC(C)(C)C3)cc1	7	3	5	5	8	6	-10	-9	0
O=C(CNC(=O)C12CC3CC(CC(C3)C1)C2)N1CCN(S(=O)(=O)c2cccs2)CC1	0	-1	-2	2	-1	6	-3[fluorescence artefact?]	-22	-13
COc1ccc(C2/C=C\CN(C(=O)Nc3ccccc3-c3ccccc3)CC(=O)N2Cc2ccc(F)cc2)cc1 (centres undefined)	9	x	0	22	-1	1	-1	-1	-1
O=C(C(c1ccccc1)c1ccccc1)N(Cc1ccco1)C1CCS(=O)(=O)C1 (centres undefined)	-5	1	0	1	3	2	-2	5	-18
COc1ccc(C(C)n2c(C)c3c(C)nnc(C)c3c2C)cc1 (centres undefined)	17	1	1	1	10	-6	-17	13	22
Cc1ccc2nc(/C(C#N)=C\c3ccc(OC(=O)c4cccs4)cc3)[nH]c2c1	20	6	-13	57*	3	-35	-3[fluorescence artefact?]	21	20
CCN(CC)c1ccc(C2C(C(=O)OCCOC)=C(C)NC3=C2C(=O)CC(C)(C)C3)cc1 (centres undefined)	29	-1	21	1	17	31	-25	-6	-1
CCCCn1nnnc1SCC(=O)N(CC)CC	18	5	-1	-21	7	-1	-14	-7	4
Cc1ccc(C(=O)Nc2sc(Cc3ccc4c(c3)OCO4)c(C)c2C(N)=O)cc1	17	-2	-1	1	11	-12	52[fluorescence artefact?]	-15	3
Cc1ccc(-c2c[n+](CC(=O)Nc3ccccc3)c3n2CCC3)cc1	3	-2	1	8	-1	-3	4	1	-3
Nc1c(C(=O)C2CC2)sc2nc(-c3ccccc3)cc(C(F)(F)F)c12	17	0	-1	1	8	-36	2	-3	4
O=C(O)CCSCCCN1C(=O)c2cccc3cccc(c23)C1=O	5	0	-1	28	-4	-2	-6	-2	-17
CCOc1ccc(NC(=O)CCN2CCN(c3ccccc3F)CC2)cc1	21	1	0	-1	5	1	-5	4	0
COc1ccc(/C=C/C(=O)NCc2cn(C)nc2C)cc1COc1ccc(Br)cc1	0	0	-1	0	5	4	8	3	-3
COc1ccc(NC(=S)N=Nc2c(O)[nH]c3ccccc23)cc1	8	-1	1	21	1	-1	15	-6	-7
COc1ccc(OCC(=O)Nc2ccc(C)c(S(=O)(=O)N(C)C)c2)cc1	9	0	1	20	9	1	1	20	4
C/C(N)=C(/C#N)C(=O)CSc1nnc(C)n1-c1ccccc1	8	1	-2	19	11	2	16	15	16
CCN1CCN(C(=O)c2ccc3c(c2)c(C)c(C)n3Cc2ccccc2)CC1	7	-5	-3	21	-6	-2	-6	-1	-12
O=C(C1CCN(Cc2ccccc2)CC1)N1CCN(C/C=C/c2ccccc2)CC1	10	3	-2	-27	6	-8	45	-9	-1
Fc1ccc(NC(=S)NC23CN4CN(CN(C4)C2)C3)cc1	5	-1	1	-1	5	-1	-8	-4	-1
O=C(N/N=C1\C/C(=N\NC(=O)c2ccncc2)c2ccccc21)c1ccncc1	0	3	7	-16	-4	-3	-8	-6	-11
COc1ccc(F)cc1C(=O)C1CCCN(C(=O)CSc2ccccn2)C1 (centres undefined)	8	-1	1	6	-1	3	1	x	-2
Cc1ccc(NC(=O)Cc2csc(-c3ccccc3)n2)cc1F	7	4	-1	2	3	-2	-3[fluorescence artefact?]	-3	-2
O=C(Nc1ccccc1N1CCCCC1)c1ccc(Cl)c([N+](=O)[O-])c1	-2	-1	-3	1	-4	-6	-3	-4	-6
COc1cccc(C(C(=O)NC2CCCC2)N(Cc2ccc(C)cc2)C(=O)c2ccco2)c1OC (centres undefined)	10	-2	-1	6	4	0	1	-5	-9
COc1ccc(Cl)cc1N1C(=O)C2CCCN2C1c1sccc1C (centres undefined)	19	0	2	-1	10	0	0	0	2
CCc1c(C)n([O-])c2c([n+]1=O)CCC2	-9	-1	3	2	-9	-3	0[fluorescence artefact?]	-34	-4
CC(C)CCNC(=O)c1onc(CSc2ccncc2)c1C(=O)NCCC(C)C	11	x	-10	26	4	-4	1	3	4
COC(=O)c1ccc2c(=O)n(-c3ccc(OC)cc3)c(=S)[nH]c2c1	4	0	8	1	-2	-7	-8	x	-5
O=C(N1CCOCC1)N1CCN(c2ccccn2)CC1	15	4	1	9	1	-2	-14	0	2
CN(C)CCCN(Cc1ccccc1)C(=S)Nc1ccc(SC(F)F)cc1	7	6	0	0	-7	0	-4	-4	-14
COc1cc(CC(NC(C)=O)C(=O)NC2CCN(C(=O)Nc3ccccc3Cl)CC2)cc(OC)c1 (centres undefined)	1	-2	-1	13	-4	1	-2	-4	-13
O=C(O)CCN1CCc2ccccc2C1c1cccs1 (centres undefined)	4	0	0	24	-3	3	-11	-2	-2
c1ccc(Nc2nc(N3CCCCC3)nc(N3CCCCC3)n2)cc1	-8	-1	3	-16	0	0	-3	4	-15
Cc1c(C(=O)O/N=C(\N)c2ccccn2)cccc1[N+](=O)[O-]	11	2	1	17	3	-3	-2	1	-5
Cc1ccc(-n2c(C)cc(C)c(C#N)c2=O)cc1C	11	-2	-1	20	0	2	-17	-1	8
Clc1ccc(Cn2c(CN3CCCC3)nc3ccccc32)cc1	11	3	-3	-8	3	3	1	-4	2
CC(=O)Nc1ccc(S(=O)(=O)NCC(=O)OCc2ccccc2)cc1	14	0	-1	6	11	2	-1	-7	2
O=c1nc2ccccc2c(NS(=O)(=O)c2ccc(Cl)cc2)n1-c1ccccc1	15	-1	3	3	-2	10	9	-8	5
CCn1c(SCC(=O)Nc2ccc3c(c2)OCO3)nc2c(c1=O)SC(C)C2 (centres undefined)	13	-2	-1	27	7	-4	-2	-8	1

Remaining list, next part.
SMILES	FXIIa inh	Wee1 degr inh	Runt-CBFb FRET	Hck Nef HTS	FXIa inh 1536	Runt-SMMHC FRET	14-3-3 Bad inh	hK5 inh	Thrombin inh
COc1ccc(C(=O)Nc2cccc(C(C)=O)c2)cc1S(=O)(=O)N1CCOCC1	-2	3	-2	6	1	2	9	4	-1
Cc1cc(=O)oc(C)c1C(=O)Nc1c(C)n(C)n(-c2ccccc2)c1=O	19	0	x	0	18	-2	1	1	11
O=C(Nc1cccc(S(=O)(=O)NC2=NCCCCC2)c1)c1cc(-c2ccc(Cl)cc2)nc2ccccc12	9	1	-4	-27	10	-1	5	-1	3
CC(C)CN(CC(C)C)S(=O)(=O)N1CCC(C(=O)NCc2ccc3c(c2)OCO3)CC1	4	-3	-1	-6	-3	-2	-8	-16	0
COc1ccc(C(O)C(CN2CCOCC2)c2ccccc2)cc1F (centres undefined)	-5	3	-1	0	-5	-7	25[fluorescence artefact?]	-21	-12
COc1ccc(CNC(=O)CCN2C(=S)NC(C)(C)CC2C)cc1 (centres undefined)	5	2	1	-11	0	2	-6	-3	1
O=C(Nc1ccccc1F)c1ccc([N+](=O)[O-])s1	6	0	-1	19	5	-2	-19	10	-2
COc1ccc(OC)c(NC(=O)C2CCN(c3ncccn3)CC2)c1	21	6	-3	2	5	-5	-2	-1	3

An excerpt of these results, as labelled records.
SMILES: COc1ccc(CNC(=O)CCN2C(=S)NC(C)(C)CC2C)cc1 (centres undefined)
  FXIIa inh: 5; Wee1 degr inh: 2; Runt-CBFb FRET: 1; Hck Nef HTS: -11; FXIa inh 1536: 0; Runt-SMMHC FRET: 2; 14-3-3 Bad inh: -6; hK5 inh: -3; Thrombin inh: 1

SMILES: O=C(Nc1ccccc1F)c1ccc([N+](=O)[O-])s1
  FXIIa inh: 6; Wee1 degr inh: 0; Runt-CBFb FRET: -1; Hck Nef HTS: 19; FXIa inh 1536: 5; Runt-SMMHC FRET: -2; 14-3-3 Bad inh: -19; hK5 inh: 10; Thrombin inh: -2
